HKDC1 inh – HKDC1 hexokinase inhibitors, primary screen, biochemical, fluorescence, uHTS. Q2TB90. inhibition, % at 20 µM. recombinant HKDC1, G6PDH/diaphorase resazurin coupled fluorescence. 340,000 tested, 0.16% active. AID 493160, 2011;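 active = inhibition above about 35% when tested at 20 µM, limit read from the data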;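 also: plate controls were DMSO wells with enzyme for no effect and DMSO wells lacking enzyme for full effect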
Target sequence (Q2TB90 whole entry, looked up): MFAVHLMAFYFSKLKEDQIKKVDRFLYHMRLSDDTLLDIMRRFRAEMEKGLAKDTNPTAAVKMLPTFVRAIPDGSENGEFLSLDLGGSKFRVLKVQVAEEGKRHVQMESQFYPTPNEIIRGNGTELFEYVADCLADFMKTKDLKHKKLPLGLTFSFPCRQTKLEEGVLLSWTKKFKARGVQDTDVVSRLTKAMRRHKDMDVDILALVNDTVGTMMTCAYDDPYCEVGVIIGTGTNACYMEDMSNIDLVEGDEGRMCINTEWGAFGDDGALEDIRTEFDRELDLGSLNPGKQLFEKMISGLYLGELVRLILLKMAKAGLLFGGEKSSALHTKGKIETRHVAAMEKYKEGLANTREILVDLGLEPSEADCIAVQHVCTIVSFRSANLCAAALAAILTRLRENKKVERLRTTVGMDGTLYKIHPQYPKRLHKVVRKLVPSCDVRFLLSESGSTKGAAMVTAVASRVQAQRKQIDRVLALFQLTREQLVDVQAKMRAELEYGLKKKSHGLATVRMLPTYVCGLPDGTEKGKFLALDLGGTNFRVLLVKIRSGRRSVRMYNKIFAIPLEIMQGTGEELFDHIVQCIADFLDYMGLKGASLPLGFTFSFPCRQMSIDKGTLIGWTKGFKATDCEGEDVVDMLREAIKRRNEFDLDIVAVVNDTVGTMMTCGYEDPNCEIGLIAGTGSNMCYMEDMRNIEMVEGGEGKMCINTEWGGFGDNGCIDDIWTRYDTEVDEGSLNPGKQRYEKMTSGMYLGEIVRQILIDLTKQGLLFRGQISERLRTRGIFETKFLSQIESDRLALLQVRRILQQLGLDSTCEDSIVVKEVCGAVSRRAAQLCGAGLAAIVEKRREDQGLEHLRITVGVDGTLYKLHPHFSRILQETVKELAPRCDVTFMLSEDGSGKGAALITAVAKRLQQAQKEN
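Test system: recombinant HKDC1 (HK5) hexokinase enzyme, produced in-house; Amount: enzyme 5 µg/mL final; Buffer or medium: Tris pH 8.0 buffer with MgCl2, Tween-20, BSA, BME; Reagent: glucose and ATP substrates; Doses: 20 µM test compound, 1% DMSO; Incubation: 90 min reaction incubation at room temperature, dark; Detection: resorufin fluorescence at 613 nm.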
Gli-Sufu block – Gli-Sufu pathway antagonists, primary screen, luciferase luminescence, Sufu-KO-LIGHT cells, uHTS. Sufu-KO-LIGHT fibroblasts, Gli luciferase reporter luminescence. inhibition, % at 5 µM. 340,000 tested, 0.74% active. AID 588413, 2011;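 active = inhibition above about 55%, limit read from the data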;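 also: 0% = DMSO-treated cells and 100% = wells with medium but no cells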
An asterisk follows results filed as active; & = joins results of further samples.

Below each compound – HKDC1 inh	Gli-Sufu block
- COc1ccccc1C=NN=C(N)C(N)=NN=Cc1ccccc1OC
    -4	-8
- CN(C(=O)c1ccc(NC(=O)Cc2cccc(NC(=O)C3CCN(C(=O)C4CCCCC4)CC3)c2)cc1)C1CC1
    -3	1
- O=C(/C=C/c1ccc2c(c1)OCO2)c1ccc(O)cc1O
    14	-24
- Oc1c(Br)cc(CNC2CCCCC2)cc1Br
    0	2
- O=C(Cc1ccccc1Cl)c1ccccc1
    0	-25
- CCOc1ccc2cc(C(=O)c3ccccc3)c(=O)oc2c1
    -8	-31
- CN(CCc1ccccc1)C(=O)c1ccc(NC(=O)Cc2ccc(NC(=O)C3CCN(C(=O)CCc4ccccc4)CC3)cc2)cc1
    -3	22
- CC(C)(COC(=O)c1ccccc1)N1CC2CCC(C1)O2
    1	-8
- COc1cc(Cl)c(CNC[C@H]2O[C@@H](n3cnc(C(N)=O)n3)[C@H](O)[C@@H]2O)c(Cl)c1O
    -1	3
- O=C(O)c1cccc(N2C(=O)/C(=C/c3ccc(SCc4ccc(Cl)cc4)o3)SC2=S)c1
    14	-4
- CCC1CCCCN1CC(=O)Nc1cc(OC)c(OC)cc1C#N (configuration not stated)
    4	-8
- Cc1ccccc1OCC(=O)Nc1cccc(C(=O)O)c1
    -6	-116
- CC(C(=O)Nc1ccc(Br)cc1)N(C)CC(=O)NCc1ccco1 (configuration not stated)
    -5	2
- COc1ccc(S(N)(=O)=O)cc1C(=O)NNC(=O)c1cccc(S(=O)(=O)N2CCOCC2)c1
    -7	-1
- O=C1Nc2ccccc2/C1=N/N=C/c1ccc(-c2ccc([N+](=O)[O-])cc2)o1
    16	-22
- OC(Cc1cccnc1)c1ccccc1 (configuration not stated)
    -3	3
- c1ccc2c(c1)c1c(c3ccccc32)CN2CCCC2C1 (configuration not stated)
    5	-1
- Cc1ccccc1N=Nc1ccc(O)c2ncccc12
    -25	18
- CN1C(=O)CCC2(c3ccccc3)CC=C(O)C=C12 (configuration not stated)
    -9	1
- Cc1nn(-c2ncccn2)c2c1C(=O)CC(C)(C)C2Br (configuration not stated)
    0	-16

Filtered by structure, the compounds so far with two or more sulfur atoms (two)
Below each compound – HKDC1 inh	Gli-Sufu block
- O=C(O)c1cccc(N2C(=O)/C(=C/c3ccc(SCc4ccc(Cl)cc4)o3)SC2=S)c1
    14	-4
- COc1ccc(S(N)(=O)=O)cc1C(=O)NNC(=O)c1cccc(S(=O)(=O)N2CCOCC2)c1
    -7	-1

(more compounds)
Below each compound – HKDC1 inh	Gli-Sufu block
- O=C(Cc1ccccn1)c1ccncc1
    -5	3
- O=CN(CCNc1ccccc1)c1ccccc1
    2	-7
- CC(C)C[C@H](NC(=O)N1CC(=O)Nc2ccccc21)C(=O)N[C@H](C(=O)O)c1ccccc1
    -5	-2
- Cc1ccc(C)n1NC(=O)c1ccccc1
    -1	-1
- CC1(C)Cc2c(ccc3ccccc23)C2=C(C(=O)N3CCCC3)C(=O)C(=O)N21
    4	-7
- CCOc1ccccc1OCCCC(=O)N1CCN(S(=O)(=O)c2cc(F)ccc2F)CC1
    1	-1
- Cc1ccc(Oc2ccc(C(=O)NCc3ccncc3)cc2)cc1
    -11	20
- COc1ccc2ccccc2c1C1NC(=O)c2ccccc2N1 (configuration not stated)
    -1	12
- O=C(C(c1ccccc1)C(O)c1ccccc1)N1CCOCC1 (configuration not stated)
    -8	11
- CCC(C(=O)OCC(=O)C1(O)CCC2C3CCC4=CC(=O)CCC4(C)C3C(O)CC21C)C(C)C (configuration not stated)
    4	20
- Cc1ccc2c(C)nc(/N=C(\N)NC(=O)N3c4ccccc4Sc4ccccc43)nc2c1
    0&-6	10&26
- Cc1c2cc[n+](CCN3CCCCC3)cc2c(C)c2c1[nH]c1ccc(O)cc12
    20	16
- Cc1nn(-c2ccccc2)c2sc(C(=O)N3CCc4ccccc4C3)cc12
    -3	-7
- C(=NN=C1c2ccccc2-c2ccccc21)c1ccc2c(c1)OCO2
    2	-14
- Oc1c(Br)cc(Br)c2cccnc12
    -6	26
- O=C(NN=Cc1ccccc1O)C(O)c1ccccc1 (configuration not stated)
    -14	-5
- N=c1c2c(-c3ccccc3)c(-c3ccccc3)n(Cc3ccco3)c2ncn1CCCn1ccnc1
    -4	26
- Cc1ccccc1CN(C)C(C)C(=O)NCc1ccccc1 (configuration not stated)
    -5	9
- COc1ccc(C(=O)Nc2ccccc2-c2nnn(CC(N)=O)n2)cc1
    0	16
- N/C(=N\OC(=O)c1ccccc1)C(C(=O)NOC(=O)c1ccccc1)C1CCCCC1 (configuration not stated)
    12	-17
- CC1(C)SC(C)(C)N(C=O)C1C(=O)O (configuration not stated)
    -2	1
- COc1cc2c(cc1OC)-c1cc(OCc3cccnc3)nc(=O)n1CC2
    0	-6
- CC(=O)Nc1ccc2c(c1)nc1n2CCN(C2CCCCC2)C1
    4	-27
- O=S1(=O)c2ccc(Br)cc2N2CCC[C@@H]2CN1C1CC1
    5	27
- COc1cc(O)c2c(=O)c3c(O)c(O)ccc3oc2c1OC
    -1	37
- Nc1ccc(S(=O)(=O)Nc2cnc3c(Cl)cccc3n2)cc1
    -4	-22
- CN(C)CCCN1C(=O)c2cccc3c([N+](=O)[O-])ccc(c23)C1=O
    2	2
- CC(/C=C/c1ccccc1)=N/NC(=O)c1cc([N+](=O)[O-])cc([N+](=O)[O-])c1
    6	17
- Cn1nc(C(=O)O)c(=O)n(C)c1=O
    -7	-2
- O=C(O)CN1C(=O)/C(=C2\C(=O)N(Cc3ccccc3Cl)c3ccccc32)SC1=S
    51*	57*
- O=[N+]([O-])c1ccccc1N=Nc1ccc(O)cc1O
    8	-10
- OCCNc1c2ccccc2nc2c(F)c(F)c(F)c(F)c12
    -6	1
- COc1ccc(CC(=O)Nc2cc(S(=O)(=O)N3CCOCC3)ccc2N2CCCC2)c(OC)c1
    -1	-17
- COc1ccc(OC)c(Nc2nc(=O)c3cccnc3s2)c1
    8	31
- CC1(C)Nc2cccc3cccc(c23)N1
    5	-7
- O=C(O)c1cccc2c1Cc1cc(Cl)ccc1-2
    -2	-2
- COCCCN(C(=O)c1ccc(-c2ccc(C(C)=O)cc2)o1)c1c(N)n(CC(C)C)c(=O)[nH]c1=O
    6	-17
- CN(C)c1ccc(CSc2ccccc2)cc1
    13	-51
- O=C(NNC(=O)c1cccc2ccccc12)c1ccc(Cl)cc1Cl
    -9	-11
- COc1ccc(CCNC(=O)C2CCCN(c3nn4c(=O)cc(C)nc4s3)C2)cc1OC (configuration not stated)
    -3	1
- C[C@H](O)[C@@H]1C(=O)N2CCc3ccc(-c4ccccc4)cc3[C@@H]2C[C@@H]1N(C)C(=O)Nc1cc(Cl)cc(Cl)c1
    0	-11
- N#Cc1cc(C(=O)c2ccccc2O)cn(-c2nccs2)c1=O
    8	3
- CC[C@]12C(=O)N(C)C[C@H]([C@@H]3C(=O)N(Cc4ccccc4)C(=O)[C@@H]31)N2C(=O)c1ccc(Br)cc1
    5	5
- CCOC(=O)C1(C(=O)OCC)NC(=O)CC1C(C)C (configuration not stated)
    -3	-1
- COc1cc(/C=C/c2ccc(/C=C/c3cc(OC)c(OC)c(OC)c3)cc2)cc(OC)c1OC
    -1	21
- O=C1NC(=S)NC1=Cc1ccc2c(c1)CCC2
    6	-11
- CC(=O)OCC(=O)C1(O)CCC2C3CCC4=CC(=O)CCC4(C)C3C(O)CC21C (configuration not stated)
    -2	28
- O=C1COc2c1ccc(O)c2O
    1	3
- CC(C)CCN1CCC(CN2CCNC(=O)C2=O)CC1
    3	-1
- CCN1CCN(c2nc(SC)nc3sc4c(c23)CC(C)(C)OC4)CC1
    14	10

Copied from the list.
Result for `O=C1NC(=S)NC1=Cc1ccc2c(c1)CCC2` in Gli-Sufu block: -11
Result for `CC(C)CCN1CCC(CN2CCNC(=O)C2=O)CC1` in Gli-Sufu block: -1
Result for `CC[C@]12C(=O)N(C)C[C@H]([C@@H]3C(=O)N(Cc4ccccc4)C(=O)[C@@H]31)N2C(=O)c1ccc(Br)cc1` in HKDC1 inh: 5

Remaining list, next part:
Below each compound – HKDC1 inh	Gli-Sufu block
- CCN1C(=O)S/C(=C/c2c(OCc3ccc(C(=O)O)cc3)ccc3ccccc23)C1=O
    -3	6
- NC(=O)C1CCN(C(=O)C2CC(=O)N(c3ccc4c(c3)OCCO4)C2)CC1 (configuration not stated)
    1	4
- COc1ccc(C(=O)C=Cc2cccs2)c(O)c1
    7	-33
- CC[C@]12C(=O)N(C)C[C@H]([C@@H]3C(=O)N(C)C(=O)[C@@H]31)N2C(=O)c1ccc(Cl)cc1
    -3	3
- Nc1nc(SCc2ccccc2)c2ncn(Cc3ccccc3)c2n1
    1	-17
- Nc1ccc2c(c1)C(=O)c1cc(Cl)c(Cl)cc1-2
    -5	-4
- COc1ccccc1C(=O)Cc1ccccc1
    -6	-1
- Cc1cc(-c2nc3ncccc3o2)ccc1NC(=O)c1ccc([N+](=O)[O-])o1
    -2	-8
- COc1ccccc1CNc1ncnc2cc(Cl)ccc12
    -5	29
- COc1cc(C2C(c3ccccc3)C(c3cc(OC)cc(=O)o3)C2c2ccccc2)oc(=O)c1 (configuration not stated)
    -2	8
- O=C1OCC(CC2=C(O)C(=O)OC2)=C1O
    -5	2
- Cc1cc(C)n(-c2nc3sc4c(c3c3nnc(SCC(N)=O)n23)CC(C)(C)OC4)n1
    -4	-3
- N#CCCN(C(=O)COC(=O)C1CCN(S(=O)(=O)c2ccccc2C(F)(F)F)CC1)c1ccccc1
    -1	3
- Cc1c2cnn(CC(=O)NCCN3CCOCC3)c(=O)c2c(C)n1Cc1ccccc1F
    -4	-1
- COC(=O)[C@H](Cc1ccccc1)NS(=O)(=O)c1ccc(F)cc1Br
    -6	-5
- O=[N+]([O-])c1cccc(COc2ccc(CN3CCCCC3)cc2)c1
    -4	-25
- COc1ccc(C(=O)CC(=O)C(=O)Nc2ccccc2Cl)cc1
    -2	6
- O=C(/C=C/C(Cl)(Cl)Cl)Nc1ccc(Cl)cc1
    2	18
- Cc1ccc(C2CC(=O)c3cnc(NC(=O)c4ccco4)nc3C2)cc1 (configuration not stated)
    8	11
- COC(=O)c1cccc(F)c1C(=O)c1cccc2ccccc12
    1	-3

Entries listed so far that bear a hit mark in HKDC1 inh:
| Molecule | HKDC1 inh |
| --- | --- |
| O=C(O)CN1C(=O)/C(=C2\C(=O)N(Cc3ccccc3Cl)c3ccccc32)SC1=S | 51* |

An excerpt from above in order of number of heavy atoms, low to high:
Below each compound – HKDC1 inh	Gli-Sufu block
- O=C1OCC(CC2=C(O)C(=O)OC2)=C1O
    -5	2
- O=C(/C=C/C(Cl)(Cl)Cl)Nc1ccc(Cl)cc1
    2	18
- COC(=O)c1cccc(F)c1C(=O)c1cccc2ccccc12
    1	-3
- COC(=O)[C@H](Cc1ccccc1)NS(=O)(=O)c1ccc(F)cc1Br
    -6	-5

Following part
Below each compound – HKDC1 inh	Gli-Sufu block
- C=CCOc1c(OC)cc(/C=N/Nc2cccc(C(=O)O)c2)c(Br)c1Br
    6	-20
- O=C(NCCN1CCN(c2ccccc2)CC1)C1CCN(S(=O)(=O)c2cccs2)CC1
    1	-3
- COc1ccc2oc(C(=O)N3CCN(S(=O)(=O)c4c(C)c(C)cc(C)c4C)CC3)c(C)c2c1
    1	6
- Cn1c(=S)c2[nH]c(SCc3cccnc3)nc2n(C)c1=O
    -6	4
- Cc1ccc(-n2ncc3c(=O)n(CC(=O)N4CCCc5ccccc54)cnc32)cc1C
    -3	-17
- CCN(CC(=O)Nc1cccc(Br)c1)Cc1nc2ccccc2c(=O)[nH]1
    -1	-1
- Cc1cccc(NC(=O)c2ccc(C)c(S(=O)(=O)N3CCOCC3)c2)n1
    -5	-6
- O=C1c2ccccc2C(=O)N1OS(=O)(=O)c1ccc(F)cc1
    3	-9
- C=CCOc1ccc(CNc2ccc3[nH]c(=O)[nH]c3c2)cc1OC
    9	-1
- Cc1ccccc1C1=C/C(=C(\SS/C(C(=O)c2ccc(OCC(=O)O)c(Cl)c2Cl)=C2\C=C(c3ccccc3C)SS2)C(=O)c2ccc(OCC(=O)O)c(Cl)c2Cl)SS1
    -29	3
- CC1=NN(c2cc(Cl)c(S(=O)(=O)O)cc2Cl)C(=O)C1
    -5	2
- CCc1nnc(NC(=O)CCN(c2ccc(C)cc2)S(=O)(=O)c2ccccc2)s1
    -5	-7
- O=C(CN1CCN(CC(=O)c2ccc(Cl)cc2)CC1)c1ccc(Cl)cc1
    3	0
- S=C(NN=Cc1ccccn1)N(Cc1ccccn1)Cc1ccccn1
    -36	82*
- CCCC(=O)n1nc(-c2cccnc2)nc1NCc1cccs1
    2	-2
- O=C(CCl)NC(=O)NC12CC3CC(CC(C3)C1)C2
    5	4
- CC(C)CCN1CCC(CN2C(=O)C(=O)NC[C@@H]2Cc2ccccc2)CC1
    -2	22
- COc1ccc(CNC(=O)CN2C(=O)c3ccccc3S2(=O)=O)cc1
    -2	-10
- Fc1ccc(Br)cc1C1C=C(c2cccnc2)Nc2ncnn21 (configuration not stated)
    3	-3
- CCCCn1cnc2c(c(CC#N)nn2-c2ccccc2)c1=N
    -7	-2
- O=C(CCCCCCCCC(=O)N1CCCCC1)N1CCCCC1
    -7	9
- Cc1[nH][nH]c(=O)c1C(c1c(C)[nH][nH]c1=O)c1cn(C)c2ccccc12
    -9	4
- COc1cc(NC(=O)NCc2ccco2)ccc1-c1ccc(NC(=O)NCc2ccco2)cc1OC
    -2	1

The list is partial (hit frequency here may not be typical).
